# FAS TE block: FAS thioesterase (human) inhibition | P49327 | recombinant FAS-TE, OMFH fluorogenic substrate, fluorescence endpoint | inhibition, % at 15 µM | hit rate 0.67% among 360,000;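 active means compounds whose normalised, plate-corrected inhibition of enzyme fluorescence in the single-dose primary screen is 50% or more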;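 further: 0% = DMSO with enzyme and 100% = substrate without enzyme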
# bovine MsrA act: activates bovine MsrA enzyme. activation, % at 10.6 µM. AID 602163. purified bovine MsrA, absorbance read-out. hit rate 0.3% among 360,000; in the data active means activation above about 7.5%;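 further: 0% = vehicle and 100% = reference activator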
# SKN-1 block: C. elegans SKN-1 inhibition. hit rate 0.49% among 360,000. C. elegans VP596 Pgst-4::GFP/RFP ratio, acrylamide-induced, 24 h. AID 624304. inhibition, % at 21.8 µM;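 active means interference check ratio from 0.5 to 1.5 plus GFP to RFP signal ratio inhibition reaching or exceeding a fixed threshold, cut at about 30% in these data, passing the limit was not always enough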; further: some compounds called inactive have numbers as strong as hits
# E coli Lon inh: E. coli protease La inhibition. P0A9M0. purified E. coli Lon protease, fluorescence polarization. inhibition, % at 7.94 µM. hit rate 0.42% among 360,000. AID 602123; in the data active means inhibition above about 13%, passing the limit was not always enough;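 further: 0% = enzyme with probe and DMSO and 100% = no enzyme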
# NRP1-CendR mod: NRP-1/CendR interaction modulation. O14786. FAM-RPARPAR peptide binding to NRP-1, fluorescence polarization. inhibition, % at 25 µM. hit rate 0.85% among 360,000. AID 602438;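 active means inhibition or corrected inhibition above about 18%, plus a signal ratio from 0.5 to 1.5, limit read from the data, passing the limit was not always enough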; further: strong numbers were not always called active
# Target sequence (O14786 whole entry, looked up): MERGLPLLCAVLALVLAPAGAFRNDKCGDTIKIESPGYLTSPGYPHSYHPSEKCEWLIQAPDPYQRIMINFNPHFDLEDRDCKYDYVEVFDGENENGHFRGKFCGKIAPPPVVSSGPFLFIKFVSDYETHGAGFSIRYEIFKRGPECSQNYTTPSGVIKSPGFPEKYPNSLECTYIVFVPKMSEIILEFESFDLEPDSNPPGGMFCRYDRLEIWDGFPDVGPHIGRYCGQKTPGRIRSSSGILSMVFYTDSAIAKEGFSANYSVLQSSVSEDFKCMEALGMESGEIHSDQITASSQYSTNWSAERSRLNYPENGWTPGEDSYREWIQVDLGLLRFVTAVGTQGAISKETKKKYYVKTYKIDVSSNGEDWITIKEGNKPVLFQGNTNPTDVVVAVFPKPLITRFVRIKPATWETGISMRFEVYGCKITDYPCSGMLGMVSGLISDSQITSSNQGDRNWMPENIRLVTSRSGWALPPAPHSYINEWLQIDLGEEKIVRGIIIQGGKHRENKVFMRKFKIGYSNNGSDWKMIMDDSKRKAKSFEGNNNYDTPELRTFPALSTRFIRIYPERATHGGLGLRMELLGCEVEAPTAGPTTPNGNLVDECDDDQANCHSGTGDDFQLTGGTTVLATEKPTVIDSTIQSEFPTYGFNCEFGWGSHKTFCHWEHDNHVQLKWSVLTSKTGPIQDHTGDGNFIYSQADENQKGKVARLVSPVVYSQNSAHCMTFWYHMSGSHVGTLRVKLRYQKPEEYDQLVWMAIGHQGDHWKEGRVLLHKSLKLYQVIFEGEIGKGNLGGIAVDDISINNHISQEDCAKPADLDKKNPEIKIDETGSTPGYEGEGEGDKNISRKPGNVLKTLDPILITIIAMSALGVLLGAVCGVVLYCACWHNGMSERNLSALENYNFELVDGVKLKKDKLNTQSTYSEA
# MLLE-PAM2 inh: inhibitors of microRNA-mediated deadenylation, human PABP1 MLLE binding. inhibition, % at 20 µM. AID 588489. GST-MLLE / FITC-PAM2 fluorescence polarization. hit rate 0.36% among 360,000. P11940; in the data active means inhibition above about 35%, passing the limit was not always enough;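 further: plate controls were DMSO wells with GST-MLLE for no effect and wells lacking GST-MLLE protein for full effect; some results filed as inactive read as strong as hits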
# MsrA inh: inhibitors of bovine MsrA; purified bovine MsrA, absorbance read-out; inhibition, % at 15.5 µM; hit rate 0.75% among 360,000; AID 651718; in the data active means inhibition above about 4.5%;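 further: 0% = vehicle wells with enzyme and 100% = reference inhibitor wells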
# TbMetRS inhib: Trypanosoma brucei MetRS inhibition. AID 624268. inhibition, % at 11.9 µM. hit rate 0.4% among 360,000. purified T. brucei MetRS, ATP depletion, Kinase-Glo luminescence;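 active means inhibition above a per-plate cutoff of the control wells' mean inhibition plus 3 SD, cut at about 5.5% in these data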;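 further: 0% = DMSO wells median and 100% = median of wells with control inhibitor compound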
#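 Material – parasite MetRS enzyme · Medium – HEPES-MgCl2-KCl buffer plus DTT, spermine, BSA, pyrophosphatase · Reagent – ATP, methionine and E. coli bulk tRNA substrates · Times – 15 min enzyme-compound preincubation, 2 h reaction, 10 min detection, 25 °C · Measured by – luminescence of leftover ATP · Evaluation – percent inhibition relative to median high and low control wells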
# MT1-MMP act inh: MT1-MMP (human) activation inhibition | P50281 | HT1080 RFP-PRO-GFP cells, GFP/RFP ratio fluorescence, overnight; percent of plate control window, DMSO zero | GFP/RFP ratio change, % at 20 µM | hit rate 0.061% among 360,000 | AID 651647;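 active means GFP/RFP ratio change of at least 30% with cell ATP level not reduced by more than half and red fluorescence within 50% of control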; further: strong numbers were not always called active
#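 Read-out: GFP/RFP fluorescence ratio; Test system: RFP-PRO-GFP reporter HT1080 cells; Compound dosing: single-point 20 µM compound, 1% DMSO; Times: overnight compound exposure at 37 °C.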
# An asterisk follows results filed as active.
SMILES,FAS TE block,bovine MsrA act,SKN-1 block,E coli Lon inh,NRP1-CendR mod,MLLE-PAM2 inh,MsrA inh,TbMetRS inhib,MT1-MMP act inh
O=C(NCCc1c[nH]c2ccccc12)C(=O)Nc1cc2c3c(c1)CC(=O)N3CCC2,3,-1,-1,-8,-9,-3,0.5,0.3,-1
Cc1ccc(N2C(=O)c3oc4ccccc4c(=O)c3C2c2cccc(O)c2)nc1 (centres undefined),0,-3,1,-2,1,-9,0.6,0.3,-1
CCOC(=O)c1c(C)oc2c1C(=O)c1ccccc1C2=O,-3,3,5,-7,12,5,0.5,-0.3,-6
O=C(O)CCN1C(=O)/C(=C\c2ccc(OCc3ccccc3)c(OCc3ccccc3)c2)SC1=S,-49,-1,-3,5,-104,-1,-0.1,-0.1,-4
CCc1nnc(NC(=O)c2cccs2)s1,-6,-1,-2,-6,-2,18,1.4,-0.6,-2
NS(=O)(=O)c1ccc(NC(=O)c2ccc(OCC3CCCO3)cc2)cc1 (centres undefined),-3,-1,-6,-4,-2,2,-1.5,-0.2,3
COc1ccc(C(=O)N2CCCC2)cc1S(=O)(=O)N1CCOCC1,-10,2,1,-4,0,5,1.4,0.0,1
CCOC(=O)n1c(=O)n(Cc2ccc(OC)cc2)c2ccccc21,2,-4,0,2,-8,1,1.7,0.7,-2
O=C(C1=C[C@H](C2CCCCC2)C[C@H](OCCCCO)O1)N1CCOCC1,-8,-8,-3,14,4,13,0.4,-0.1,-4
Nc1ccccc1S(=O)(=O)NCCCCc1ccccc1,9,-1,4,-7,-13,6,0.7,-0.7,-8
COc1ccc(S(=O)(=O)N2CCN(C/C=C/c3ccccc3)CC2)cc1NC(C)=O,3,-5,-5,-6,12,5,-0.3,-1.0,3
CCOC(=O)CCNC(=O)Nc1ccc2nc(C)n(Cc3cccc(Cl)c3)c(=O)c2c1,5,-2,2,-3,-8,6,-0.3,-0.1,7
COc1ccc(Cl)cc1NC(=O)CN(C)C(=O)CCCNC(=O)c1ccc(Cl)cc1,8,-5,4,-4,-6,-8,-0.2,0.0,-2
COc1ccc(Nc2nc(N3CCCC3)nc(N3CCCC3)n2)c(OC)c1,40,1,15,-5,4,23,-0.3,-0.5,5
CC1(C(=O)Nc2cccc3c2CCCC3)CCN1C(=O)C1(c2ccc(Cl)cc2)CC1 (centres undefined),25,1,21,-3,-2,-10,-0.2,0.2,-2
Cc1cccc(NS(=O)(=O)c2ccc(C(=O)N3CCCC3)cc2)c1C,-5,-5,6,-8,-11,-6,-0.7,-0.5,8
Cc1c(Cl)cnc(NC(=O)COC(=O)c2cccc(S(=O)(=O)N3c4ccccc4CC3C)c2)c1Cl (centres undefined),44,-4,-13,6,0,5,0.4,-0.6,-3
Cc1cc(C)cc(N(CC(=O)NCc2ccco2)C(=O)c2snc(C(N)=O)c2N)c1,4,-6,-5,-7,-10,21,1.6,-0.9,0
COc1ccc2cc(-c3csc(-c4cccnc4)n3)ccc2c1,-2,-3,-6,-6,0,5,-0.5,-1.2,3
COCCNc1nc(NCc2ccc(C)cc2C)c2sccc2n1,-7,1,11,-3,4,15,-0.9,0.8,-4
C=CCn1c(SCC(=O)Nc2cccc(C(=O)OC)c2)nnc1C(C)NC(=O)c1cccs1 (centres undefined),-1,-5,0,-10,-5,-7,-0.7,-0.5,5
COc1ccccc1NC(=O)C1CCCN1C(=O)Nc1ccc(F)cc1 (centres undefined),-3,-6,-3,13,6,-4,0.1,-0.5,3
CC(Sc1nnc(-c2ccncc2)n1C)C(=O)NCC1CCCO1 (centres undefined),-7,-3,7,3,2,-11,-1.3,0.1,3
COc1cccc(-c2cnc3c(NC=O)cc(-c4ccccc4)cn23)c1,20,-2,-9,-10,-13,-33,0.6,-0.1,-7
COc1ccc(-c2cc3nc(C)cc(N4CCN(C(=O)c5cccnc5)CC4)n3n2)cc1,-2,-1,22,-2,4,-7,1.2,-0.6,2

# Copied from the list.
# Reading of CCOC(=O)CCNC(=O)Nc1ccc2nc(C)n(Cc3cccc(Cl)c3)c(=O)c2c1 under MT1-MMP act inh: 7
# Reading of COc1ccc(-c2cc3nc(C)cc(N4CCN(C(=O)c5cccnc5)CC4)n3n2)cc1 under MLLE-PAM2 inh: -7

# Following part:
SMILES,FAS TE block,bovine MsrA act,SKN-1 block,E coli Lon inh,NRP1-CendR mod,MLLE-PAM2 inh,MsrA inh,TbMetRS inhib,MT1-MMP act inh
Cc1ccc(-c2cc(C(=O)NCC3CCCO3)no2)cc1 (centres undefined),-4,-1,25,-2,8,-3,2.0,-0.2,3
Cc1noc(/C=C/NCc2cccnc2)c1S(=O)(=O)N(C)CC(=O)N1CCc2ccccc21,0,1,5,0,-1,17,2.0,0.1,0
CN(C)CCN(C(=O)c1ccc(S(=O)(=O)N(C)CC2CCCO2)cc1)c1nc2cc3c(cc2s1)OCO3 (centres undefined),7,-5,9,3,12,11,0.8,-0.2,5
CCOc1ccc(-n2nc3ccc(NC(=O)c4ccc5c(c4)OCCO5)cc3n2)cc1,9,-8,3,1,-5,-5,-0.4,-1.5,4
NC(=S)NN=C1C=CCCC1,-8,-1,18,0,16,-17,-0.1,-0.3,0
O=C(/C=C/c1cccs1)c1ccc([N+](=O)[O-])cc1,-7,-6,-10,-2,-5,4,0.2,-0.4,0
CC1Cc2ccccc2N1S(=O)(=O)c1cnc[nH]1 (centres undefined),-9,-2,26,-2,-3,5,-0.5,0.0,-7
CNc1cncc(-c2cc(C)c(O)c(C)c2)n1,-8,-3,5,-4,-18,6,1.3,-0.2,-7
COc1ccc(NC(=O)Cc2ccsc2)cc1S(=O)(=O)N1CCCCC1,1,2,11,3,10,1,0.1,-0.1,8
O=C(COc1ccc(C(=S)N2CCCC2)cc1)Nc1ccc(F)cc1,2,-3,19,-7,-7,11,-0.2,-0.2,0
COc1ccc(-c2cc(C(F)(F)F)n3nc(C(=O)Nc4c(C)n(C)n(-c5ccccc5)c4=O)c(Cl)c3n2)cc1,-6,-5,7,-9,0,19,0.3,0.7,2
CN(C)S(=O)(=O)c1ccc(Cl)c(C(=O)Nc2cccc3ncccc23)c1,-3,4,9,-8,9,-8,-1.1,-0.3,1
Fc1cccc(Cl)c1Cn1nnc2c(NCc3ccccn3)ncnc21,-4,-1,5,-6,5,7,-0.5,0.1,6
CCn1ncc(C2=NOC(C(=O)Nc3cccc(C(C)=O)c3)C2)c1C (centres undefined),-7,-4,7,-2,4,-6,0.3,-1.2,0
COc1ccccc1C(C)NC(=O)C1CCN(S(=O)(=O)c2cccs2)CC1 (centres undefined),0,-1,3,-5,6,-1,-0.3,-0.2,-3
CO/N=C\CC(=O)Nc1ccc(Cl)c(Cl)c1,4,-2,10,17*,-2,-5,-0.1,1.2,-3
COc1ccc(CNC(=O)CSc2n[nH]c(N)n2)cc1OC,-4,1,7,-5,-4,5,1.7,-0.5,-1
O=C1c2oc3ccccc3c(=O)c2C(c2cccnc2)N1CCCN1CCOCC1 (centres undefined),-7,1,5,1,36*,-6,1.1,-0.7,0
COc1ccc(CSc2nc3ccccc3[nH]2)cc1,-7,-3,14,-4,0,-18,-0.2,-2.1,-6
COc1ccccc1NS(=O)(=O)c1ccc(C)c(C(=O)NNC(=O)c2csc(N3CCOCC3)n2)c1,-4,-9,-4,12,13,8,0.0,-0.7,-1
Cc1cc(C)nc(NS(=O)(=O)c2ccc(NC(=O)CN3C(=O)S/C(=C\c4ccccc4)C3=O)cc2)n1,2,-8,5,-8,-18,12,1.6,0.2,10
CCN1C(=O)c2cccc3c(Cl)ccc1c23,9,-15,35,1,-6,0,0.1,1.7,-5
O=C(OCc1c(-c2ccccc2)ncc2ccccc12)c1ccc(F)cc1,35,0,7,-8,-7,7,-0.9,-0.3,-1
Cc1cc(NC(=O)CSc2nc3cc(C(=O)NCCCOC(C)C)ccc3c(=O)n2Cc2ccco2)no1,-7,-1,11,2,-1,0,-1.0,0.0,1
COc1ccc(NC(=O)c2cccc(S(=O)(=O)N(C)c3ccccc3)c2)cn1,1,-4,6,3,-15,15,-0.7,0.0,-1

# A second format for part of the listing above:
mol	FAS TE block	bovine MsrA act	SKN-1 block	E coli Lon inh	NRP1-CendR mod	MLLE-PAM2 inh	MsrA inh	TbMetRS inhib	MT1-MMP act inh
CN(C)S(=O)(=O)c1ccc(Cl)c(C(=O)Nc2cccc3ncccc23)c1	-3	4	9	-8	9	-8	-1.1	-0.3	1
CO/N=C\CC(=O)Nc1ccc(Cl)c(Cl)c1	4	-2	10	17*	-2	-5	-0.1	1.2	-3

# The results go on:
SMILES,FAS TE block,bovine MsrA act,SKN-1 block,E coli Lon inh,NRP1-CendR mod,MLLE-PAM2 inh,MsrA inh,TbMetRS inhib,MT1-MMP act inh
CC(CCc1ccccc1)NC(=O)C(=O)Nc1ccccc1 (centres undefined),-11,-5,4,-14,2,-3,1.1,-0.2,4
O=C(NNS(=O)(=O)c1ccc(Cl)cc1)c1cccs1,-5,-11,-4,-5,6,1,-1.3,-1.0,1
COc1ccc2c(c1)[nH]c1c(=O)n(CCCn3ccnc3)cnc12,-7,5,4,0,-6,-6,1.6,0.3,-5
Cc1cc(/C=N/NC(N)=S)c(C)n1-c1ccc(Cl)cc1,-11,1,4,-3,0,-49,1.9,0.3,-4
C=CCn1c(C)c(C(C)=O)cc(NC(=O)c2ccccc2)c1=O,-6,-4,5,-5,-2,-15,-0.3,-0.6,2
C=CCOc1c(CNc2ncn[nH]2)cccc1OC,-6,-1,10,2,0,-6,-0.1,0.0,-2
CCOc1ccccc1C(=O)OCC(=O)Nc1cc(Cl)ccc1Oc1ccccc1,14,-1,-2,0,8,-11,-1.4,0.0,5
Oc1cccc(C2c3[nH]c4ccccc4c3CCN2Cc2ccoc2)c1 (centres undefined),-1,-1,0,0,-14,7,1.2,-0.5,-8

# Only bovine MsrA act and FAS TE block, for some of the entries so far:
smiles,bovine MsrA act,FAS TE block
O=C(NNS(=O)(=O)c1ccc(Cl)cc1)c1cccs1,-11,-5
COc1ccc2c(c1)[nH]c1c(=O)n(CCCn3ccnc3)cnc12,5,-7
Cc1cc(/C=N/NC(N)=S)c(C)n1-c1ccc(Cl)cc1,1,-11
C=CCn1c(C)c(C(C)=O)cc(NC(=O)c2ccccc2)c1=O,-4,-6
C=CCOc1c(CNc2ncn[nH]2)cccc1OC,-1,-6

# 3 compounds already listed, arranged by the value under bovine MsrA act, rising.
compound | bovine MsrA act
CC(CCc1ccccc1)NC(=O)C(=O)Nc1ccccc1 (centres undefined) | -5
CCOc1ccccc1C(=O)OCC(=O)Nc1cc(Cl)ccc1Oc1ccccc1 | -1
Cc1cc(/C=N/NC(N)=S)c(C)n1-c1ccc(Cl)cc1 | 1

# Assay outcomes from PubChem BioAssay.
